# Bioassay records from PubChem.
# ER stress death: ER stress cell death inhibition | hit rate 0.33% among 48,000 | relative survival (cellular ATP), % at 15 µg/mL (by protocol) | CSM14.1 thapsigargin ER stress survival, ATP luminescence | AID 1010;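 active = survival measured by cellular ATP above 50% at 15 µg/ml in the first screen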;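 note: cell death triggered by about 15 µM thapsigargin; ATP read 24 h after thapsigargin was added; plate controls were thapsigargin with DMSO for no effect and DMSO without thapsigargin for full effect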
# The depositor's hits bear a star. Some of the compounds tested. The share of hits here may be higher or lower than overall.
SMILES,ER stress death
CCOC(=O)c1c(NC(=O)c2ccc(Cl)c(Cl)c2)sc(C(=O)Nc2ccccc2OC)c1C,1.8
O=C(Cc1ccccc1)Oc1cccc2c(OC(=O)Cc3ccccc3)cccc12,6.9
COc1ccc(S(=O)(=O)N(CC(=O)NCc2ccc(Cl)cc2)c2cc(C)cc(C)c2)cc1OC,11.1
Oc1ccccc1C=Nc1cc2c(cc1Br)OCCO2,11.4
Cc1c(C(=O)Nc2ccc(I)cc2Cl)oc2ccc(Cl)cc12,6.8
COC(=O)c1ccc2c(c1)C1C=CCC1C(c1ccc([N+](=O)[O-])cc1)N2 (stereo not drawn),3.1
O=C1SC(Nc2ccccc2)C(=O)N1c1ccc(Br)cc1 (stereo not drawn),8.3
O=C(NCCO)C(=O)Nc1ccc(F)cc1,3.0
Cc1sc2nc(-c3ccc(Br)cc3)[nH]c(=O)c2c1C,7.4
CC1(C)CC(=O)C(=Cc2cn(-c3ccccc3)nc2-c2cccc([N+](=O)[O-])c2)C(=O)C1,3.5
Cc1sc2nc(SCC(=O)N3CCCCC3)[nH]c(=O)c2c1C,1.2
Cc1ccc(S(=O)(=O)/N=C2/NC(=O)/C(=C/c3cc([N+](=O)[O-])ccc3Cl)S2)cc1,9.3
Cc1cccc(-n2ncc3c(N4CCCC4)ncnc32)c1,1.8
CCc1ccc(NCCC(=O)c2ccc([N+](=O)[O-])cc2)cc1,-1.4
COC(=O)c1sccc1NS(=O)(=O)c1ccc(Cl)cc1,9.3
C[n+]1cn(Cc2ccccc2)c2c(=O)[nH]c(N)nc21,3.4
COc1cc(CNc2ccc(Br)cc2C)cc(OC)c1OC,7.7
Cc1cc(/C=N/NC(=O)CC#N)c(C)n1-c1ccc(Cl)cc1Cl,-3.8
CCOc1c(Br)cc(C2C3=C(CC(C)(C)CC3=O)OC3=C2C(=O)CC(C)(C)C3)cc1OC,4.0
CC(C)c1cc(Nc2cccc(O)c2)cc(C(C)C)c1O,11.2
O=C1CC(NCc2ccc3c(c2)OCO3)C(=O)N1c1cccc(Br)c1 (stereo not drawn),4.8
COc1ccc(N2C(=O)c3ccccc3NC2c2c(F)c(F)c(F)c(F)c2F)cc1 (stereo not drawn),5.4
CCN(CC)C(=O)CSc1nsc(SCC(=O)N(CC)CC)n1,-1.4
Cn1c(=O)c2c(nc(Oc3cccc(/C=N/NC(N)=S)c3)n2C)n(C)c1=O,4.1
CN(C)c1ccc(NC(=O)c2cccnc2)cc1,2.7
Clc1ccccc1CN1CCN(Cc2ccccn2)CC1,2.7
CCOC(=O)CP(=O)(c1ccc(C)cc1)c1ccc(C)cc1,-3.0
O=C(OCC1CCS(=O)(=O)C1)c1ccccc1 (stereo not drawn),11.8
COc1ccc(S(=O)(=O)N(CC(=O)N2CCN(c3ccccc3)CC2)c2ccc(C)cc2)cc1OC,9.6
COc1c(Br)cc(Br)cc1/C=N/NC(=O)COc1ccccc1[N+](=O)[O-],3.6
O=C1c2ccccc2C(=O)N1CCSc1ncn[nH]1,-1.2
Cc1ccc(-c2nnc(-c3cccc(F)c3)o2)cc1,-3.6
Cc1ccccc1OCC(=O)Nc1ccc(Cl)cc1,0.7
O=[N+]([O-])c1cccc(-c2noc(-c3ccccc3Cl)n2)c1,2.5
COc1cc2c(cc1OC)C(c1ccc(Br)cc1)OC1=C2C(=O)c2ccccc21 (stereo not drawn),8.3
COc1ccccc1/C=N/Nc1nc(N2CCOCC2)nc(N2CCOCC2)n1,11.1
COc1ccc(C(O)(CNCc2ccccc2)c2ccccc2)cc1 (stereo not drawn),-3.7
COc1cc(/C=C2/C(=O)NC(=O)N(c3ccc(Cl)cc3)C2=O)cc([N+](=O)[O-])c1O,2.9
COc1cc(NC(=O)c2cc([N+](=O)[O-])ccc2N2CCCCC2)c2ncccc2c1,2.1
Cc1cccc(C(=O)O/N=C(\N)c2cccnc2)c1,-5.4
CSc1nc2ccc(NC(=O)CSc3ccccn3)cc2s1,-0.7
Cc1ccc(Cn2c3ccccc3n3cc(-c4ccc([N+](=O)[O-])cc4)nc23)cc1,1.2
COc1cc(CSc2ncn[nH]2)c(OC)cc1CSc1ncn[nH]1,2.9
COc1cc(Cl)cc(/C=C2\C(=O)NC(=O)N(c3ccc(Br)c(C)c3)C2=O)c1O,2.2
C=CCc1ccccc1OCCn1cc(/C=C2/SC(=S)NC2=O)c2ccccc21,4.6
O=C1C2CCCCC2C(=O)N1CC(=O)N1c2ccccc2Sc2ccc(C(F)(F)F)cc21 (stereo not drawn),15.7
CCCCS(=O)(=O)N1CN(S(=O)(=O)CCCC)C2NC(=O)NC21 (stereo not drawn),0.6
CSc1ccc(/C=C/C(=O)c2ccc(NC(=O)c3ccccc3F)cc2)cc1,0.1
Cc1ccc([N+](=O)[O-])cc1NC(=O)CN1C(=O)c2ccccc2C1=O,-1.5
C/C(=N\NC(=O)COc1ccc(Cl)cc1)c1ccc(Cl)s1,6.0
CCCc1[nH]nc2c1C(C1CCCCC1)C(C#N)=C(N)O2 (stereo not drawn),-3.6
CCOC(=O)COc1ccc(-c2nc3sc4c(c3c(=O)[nH]2)CCCC4)cc1OC,3.3
O=C(Nc1ccc2nn(-c3ccccc3)nc2c1)c1cc(I)ccc1Cl,6.5
O=C(CCN1CCOCC1)c1ccc(Cl)cc1,-9.1
CCOc1ccc(C2=Cc3cc(OC)c(OC)cc3S(=O)(=O)O2)cc1,6.8
O=C(CN(c1cccc(Cl)c1)S(=O)(=O)c1ccccc1)NCc1ccncc1,14.3
COc1ccc(N2C(=O)c3ccccc3NC2c2ccc(OC)c(COc3ccc(NC(C)=O)cc3)c2)cc1 (stereo not drawn),-0.5
Nc1nonc1-c1nc2ccccc2n1Cc1ccc(Cl)cc1,13.3
O=C1CC(Nc2ccc(F)cc2)C(=O)N1c1ccc(Br)cc1 (stereo not drawn),21.3
CC(C)(C)c1ccc(/C=C/C(=O)n2cccn2)cc1,5.7
# The list goes on.
SMILES,ER stress death
Cc1ccc(-c2cc(OC(=O)c3ccccc3)cc3sc(=O)oc23)cc1,6.0
CCCc1cc(C(=O)OC)c(NC(=O)c2cccc(OC(C)C)c2)s1,-0.5
CC(=O)Nc1ccc(NC(=O)c2c(Cl)cccc2Cl)cc1,5.7
O=C(Nc1cc(F)c(F)cc1Cl)OCc1cccc([N+](=O)[O-])c1,14.9
Cc1c(-c2ccc(F)cc2)[n+](=O)c2c(n1[O-])CCC2,-0.5
COc1ccccc1NC1=NC2(CCCCC2)N=C(N)N1,-1.9
Nc1nc(Nc2ccccc2)nc(NCc2ccccc2)c1[N+](=O)[O-],2.1
O=C(N/N=C/c1c[nH]c2ccccc12)c1cc(C23CC4CC(CC(C4)C2)C3)[nH]n1,-1.0
CC(=O)NS(=O)(=O)c1ccc(NC(=O)c2ccc([N+](=O)[O-])cc2Cl)cc1,11.0
N#CC1=C(N)Oc2cc(O)ccc2C1C1CCCCC1 (stereo not drawn),-3.1
Cc1ccccc1N1C(=O)c2cccc3c(C(=O)O)ccc(c23)C1=O,2.5
Cc1c(C(=O)Nc2ccc(S(=O)(=O)Nc3nccs3)cc2)cccc1[N+](=O)[O-],-3.6

# Another view of part of the listing above:
compound: O=C(Nc1cc(F)c(F)cc1Cl)OCc1cccc([N+](=O)[O-])c1
  ER stress death: 14.9

compound: Cc1c(-c2ccc(F)cc2)[n+](=O)c2c(n1[O-])CCC2
  ER stress death: -0.5

compound: Cc1ccc(-c2cc(OC(=O)c3ccccc3)cc3sc(=O)oc23)cc1
  ER stress death: 6.0

compound: CCCc1cc(C(=O)OC)c(NC(=O)c2cccc(OC(C)C)c2)s1
  ER stress death: -0.5

# Going on with the list:
SMILES,ER stress death
CCOC(=O)c1c(NC(=O)c2cccc(Cl)c2)sc(C(=O)Nc2cccc(C(F)(F)F)c2)c1C,4.5
Cc1ccc(NC(=O)c2ccccc2N(Cc2ccccc2)S(C)(=O)=O)cc1Cl,7.8
O=S(=O)(Nc1ccc(Cl)cn1)c1ccc2ccccc2c1,0.8
COc1ccc(OC)c(/C=C2/SC(=S)N(c3ccccc3OC)C2=O)c1,6.5
COc1ccc(CCNC(=O)c2cccc([N+](=O)[O-])c2C)cc1OC,6.5
COc1ccc(/C=C/C(=O)c2ccc([N+](=O)[O-])cc2)s1,9.5
CCOc1ccc(NC(=O)CN(c2ccc(OC)c(Cl)c2)S(=O)(=O)c2ccccc2)cc1,4.6
Cc1ccccc1C(=O)Nc1sc2c(c1C(=O)N1CCN(Cc3ccccc3)CC1)CCC(C)C2 (stereo not drawn),20.8
COc1ccc(C(O)Cc2nc3ccccc3n2Cc2ccc(Cl)cc2)cc1 (stereo not drawn),9.7
Cc1cccc(N2C(=O)/C(=C/c3cc(C)n(C)c3C)C(=O)NC2=S)c1,15.4
N#C/C(=C\c1ccc2c(c1)OCO2)C(=O)Nc1ccc(F)cc1,9.7
COc1ccc(C(=O)NC(=S)NCc2ccco2)cc1,3.3

# Molecules above with a CF3 group:
SMILES,ER stress death
O=C1C2CCCCC2C(=O)N1CC(=O)N1c2ccccc2Sc2ccc(C(F)(F)F)cc21 (stereo not drawn),15.7
CCOC(=O)c1c(NC(=O)c2cccc(Cl)c2)sc(C(=O)Nc2cccc(C(F)(F)F)c2)c1C,4.5

# (continued)
SMILES,ER stress death
CCCOC(=O)c1ccc(NC(=O)/C=C/c2ccc3c(c2)OCO3)cc1,-2.2
CC(C)(C)c1ccccc1OCC(=O)Nc1nccs1,-1.6
CCOC(=O)C1=C(C)N=c2s/c(=C\c3ccc(-c4cc([N+](=O)[O-])ccc4C)o3)c(=O)n2C1c1ccc2c(c1)OCO2 (stereo not drawn),7.7
O=C(CCc1ccccc1)NNC(=O)c1ccc(F)cc1,8.6
COc1cc(-c2nc3sc4c(c3c(=O)[nH]2)CCCC4)ccc1OCc1cccc(F)c1,11.5
O=C(O)C(c1ccccc1)N1C(=O)c2cccc3cccc(c23)C1=O (stereo not drawn),13.2
Cc1ccc(C(=O)Nc2nc3ccccc3n2Cc2ccc(Cl)cc2)cc1,8.9
O=C(NC(NC(=S)Nc1c(Cl)cccc1Cl)C(Cl)(Cl)Cl)c1ccccc1 (stereo not drawn),-2.0
O=C(O)CCCCCN1C(=O)C(=O)/C(=C(\O)c2ccc(Br)cc2)C1c1cccc(F)c1 (stereo not drawn),10.4
Cc1ccc(N2C(=O)NC(=O)/C(=C\c3ccc(O)c(Cl)c3)C2=O)cc1,5.9
COC(=O)c1sc2ccccc2c1N,12.1
CN(C)C(=O)NC(NC(=O)N(C)C)C(=O)c1ccccc1,0.7
CN(CCO)C(=O)c1c(NC(=O)c2ccccc2)sc2c1CCCC2,4.4
CN(C)c1ccc(/C=N\OC(=O)Nc2ccccc2Cl)cc1,3.2
CCCOc1ccc(/C=C2\C(=O)N(c3cccc(C(=O)O)c3)N=C2C)cc1OC,1.6
NC(=O)C1CCN(C(=O)c2cccc(C#Cc3ccccc3)c2)CC1,-3.5
CC(=O)c1ccc(NC(=O)c2cc3c(ccc4ccccc43)oc2=O)cc1,8.9
CCOC(=O)COc1cccc2nsnc12,7.3
Nc1nc2ccccc2n1C(=O)c1c(Cl)cccc1Cl,1.6
CCOc1ccc(NC2=C(Cl)C(=O)N(c3cccc(Cl)c3)C2=O)cc1,-0.2
O=C(Nc1ccc(Cl)cn1)c1cc(I)ccc1Cl,2.6
CC(=O)Nc1c(-c2ccc(C)cc2)nc2ccc(Cl)cn12,-0.9
CC1=C(C(=O)OCc2ccccc2)C(c2ccc(F)c(Br)c2)CC(=O)N1 (stereo not drawn),0.1
Cc1c(Cl)cccc1N1C(=O)C2C3C=CC(C3=C3CCCCC3)C2C1=O (stereo not drawn),7.3
Cc1ccc(C(=O)N/C(=C\c2cccc([N+](=O)[O-])c2)C(=O)Nc2ccc(C)c(C)c2)cc1,0.1
Cc1nonc1NC(=O)CN1CCCC1,-1.1
C/C(=N\NC(=O)c1cc(C23CC4CC(CC(C4)C2)C3)[nH]n1)c1cccs1,-0.8
O=C(Nc1ccccc1Oc1ccccc1)C(c1ccccc1)c1ccccc1,17.7
Cn1c2ccccc2c2nnc(SCCN3CCOCC3)nc21,4.9
Cc1[nH]c2ccccc2c1C=Nc1cccc([N+](=O)[O-])c1C,-5.0
CN(C)CCN1C(=O)C(=O)/C(=C(/O)c2ccccc2)C1c1ccc(Cl)cc1 (stereo not drawn),6.4
COc1ccccc1C(=O)N1CCN(Cc2ccccc2Cl)CC1,-2.0
Cc1cc(C)cc(CSCC(=O)O)c1,5.1
COc1cc(Cl)cc(/C=C2/C(=O)NC(=O)N(c3cccc(C)c3)C2=O)c1O,3.0
Cc1cc(Cl)ccc1NC(=O)c1ccc(N(Cc2ccccc2)S(C)(=O)=O)cc1,6.5
Cc1ccccc1-n1c(O)c(C=NCc2ccccc2F)c(=O)[nH]c1=O,-6.1
CCOc1ccc(N2C(=O)/C(=C/c3ccccc3C(=O)O)SC2=S)cc1,0.6
NC(=O)c1ccccc1N=Cc1cccc([N+](=O)[O-])c1,1.2
COc1ccc(NC(=O)C(=O)NC2CC2)cc1,7.6
CC1C(C(=O)N(C=O)c2ccccc2)C2C=CC1C21CC1 (stereo not drawn),-9.7
CCc1ccc(O)c(N=Cc2ccccc2O)c1,0.1
COC(=O)c1cc(C(=O)Nc2cc(C(=O)OC)ccc2C(=O)OC)cc([N+](=O)[O-])c1,10.9
COc1ccc(N(CC(=O)Nc2cccc(Cl)c2)S(C)(=O)=O)c(OC)c1,6.4
Cc1ccc(/C=C2/NC(=S)NC2=O)s1,-0.9
COc1ccc(C2/C(=C(\O)c3ccccc3)C(=O)C(=O)N2CCCCCC(=O)O)c(OC)c1 (stereo not drawn),-3.4
O=C(NCc1ccc(Cl)cc1)c1cccc(I)c1,2.7
CCOc1ccc(NC(=O)CCN2C(=O)S/C(=C\c3ccc(OC)c(OC)c3)C2=O)cc1,-2.1
Cc1cc2nc(-c3cccc(NC(=O)COc4ccccc4[N+](=O)[O-])c3)oc2cc1C,11.5
COC(=O)C1=C(C)NC2=C(C(=O)c3ccccc32)C1c1ccc(Br)o1 (stereo not drawn),-1.5
O=C(Nc1ccccc1)Nc1nnc(CSCc2ccc(F)cc2)s1,7.5
CCOc1ccc2oc(C)c(C(=O)OCCOC)c2c1,1.5
